USP30 inh = inhibitors of human USP30 deubiquitinase; hit rate 5.3% among 47,000; AID 1645860; inhibition, % at 25 µM; purified USP30, Ub-rhodamine cleavage fluorescence
OTUD3 block = blocks human OTUD3 ubiquitin-rhodamine cleavage; purified OTUD3, Ub-rhodamine fluorescence, 2 h; inhibition, % at 25 µM; hit rate 0.7% among 47,000
USP10 block = blocks human USP10 ubiquitin-rhodamine cleavage | Q14694 | purified USP10, Ub-rhodamine fluorescence, 60 min | hit rate 1.1% among 47,000 | inhibition, % at 20 µM
USP28 block = human USP28 deubiquitinase inhibition; Q96RU2; purified USP28, Ub-rhodamine cleavage fluorescence, 30 min; inhibition, % at 25 µM; hit rate 3% among 47,000; AID 1645857
UCHL1 block = inhibitors of human UCHL1 deubiquitinase | inhibition, % at 20 µM | hit rate 0.2% among 47,000 | purified UCHL1, Ub-rhodamine cleavage fluorescence | P09936 | AID 1645859
USP8 block = human USP8 deubiquitinase inhibition | purified USP8, Ub-rhodamine cleavage fluorescence, 30 min | hit rate 4.2% among 47,000 | inhibition, % at 20 µM | AID 1645853
Target sequence (P40818 whole entry, looked up): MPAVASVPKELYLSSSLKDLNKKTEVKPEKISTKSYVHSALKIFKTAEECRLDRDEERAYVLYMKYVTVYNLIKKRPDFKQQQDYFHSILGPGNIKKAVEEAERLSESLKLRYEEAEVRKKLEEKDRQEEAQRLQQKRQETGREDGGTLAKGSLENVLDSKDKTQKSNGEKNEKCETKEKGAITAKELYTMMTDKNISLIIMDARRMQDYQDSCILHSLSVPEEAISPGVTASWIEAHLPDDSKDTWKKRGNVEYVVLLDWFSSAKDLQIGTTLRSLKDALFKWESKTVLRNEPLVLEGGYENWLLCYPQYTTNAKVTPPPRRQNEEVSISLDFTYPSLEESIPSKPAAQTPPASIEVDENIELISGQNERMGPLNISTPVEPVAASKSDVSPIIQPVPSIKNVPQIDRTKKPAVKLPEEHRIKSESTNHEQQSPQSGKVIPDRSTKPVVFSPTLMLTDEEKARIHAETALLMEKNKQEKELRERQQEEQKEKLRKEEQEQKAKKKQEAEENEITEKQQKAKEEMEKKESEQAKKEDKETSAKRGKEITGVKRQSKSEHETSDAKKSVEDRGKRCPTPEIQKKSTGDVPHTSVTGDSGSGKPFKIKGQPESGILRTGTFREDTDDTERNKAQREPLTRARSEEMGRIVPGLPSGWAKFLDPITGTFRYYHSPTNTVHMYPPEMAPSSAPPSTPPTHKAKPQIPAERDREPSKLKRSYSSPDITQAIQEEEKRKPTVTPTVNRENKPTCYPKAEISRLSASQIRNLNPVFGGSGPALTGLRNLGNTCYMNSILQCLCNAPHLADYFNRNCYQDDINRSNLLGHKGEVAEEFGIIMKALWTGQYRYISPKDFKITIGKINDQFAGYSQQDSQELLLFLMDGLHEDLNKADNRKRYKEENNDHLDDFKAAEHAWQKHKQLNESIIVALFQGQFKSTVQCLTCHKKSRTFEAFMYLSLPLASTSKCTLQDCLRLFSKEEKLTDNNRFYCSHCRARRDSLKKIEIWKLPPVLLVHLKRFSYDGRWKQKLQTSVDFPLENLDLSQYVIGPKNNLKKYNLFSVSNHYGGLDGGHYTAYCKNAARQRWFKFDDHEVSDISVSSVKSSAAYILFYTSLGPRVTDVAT
USP17 block = blocks human USP17 ubiquitin-rhodamine cleavage | A8MUK1 | purified USP17, Ub-rhodamine cleavage fluorescence, 3 h | inhibition, % at 50 µM | hit rate 6.5% among 47,000 | AID 1645855
USP7 inh = human USP7 deubiquitinase inhibition. hit rate 0.3% among 47,000. inhibition, % at 20 µM. purified USP7, Ub-rhodamine cleavage fluorescence. AID 1645854. Q93009
* hit, by the source's call. No stated cut-off is given here; in the data, active means inhibition above about 30%; inactive means the rest.

Screening C/C=C\C=C\C1OC(O)([C@H](CC)C(=O)NC/C=C/C=C(\C)[C@@H](OC)[C@@H](C)[C@H](O)[C@@H](O)\C=C/C=C/C=C/C=C(\C)C(O)=C2C(=O)CCN(C)C2=O)CC(O)C1(C)C (some centres undefined) returned USP30 inh -89.8, OTUD3 block -12.4, USP10 block -9.0, USP28 block -6.5, UCHL1 block -8.2, USP8 block -107.2, USP17 block -4.0 and USP7 inh -4.2.
Screening Cc1nc(C)n(CC(=O)N2CC[C@H]3NC(=O)COc4ccccc4CCCC[C@@H]3C2)n1 returned USP30 inh 3.3, OTUD3 block 0.0, USP10 block 2.0, USP28 block -0.7, UCHL1 block -2.9, USP8 block 0.1, USP17 block 2.2 and USP7 inh -0.5.
For CCCC1CCC(c2nc(-c3ccc(-c4ccc(F)cc4)cc3)no2)CC1 (centres undefined) the results were USP30 inh -54.2, OTUD3 block -12.2, USP10 block -3.5, USP28 block -17.5, UCHL1 block -2.3, USP8 block -0.2, USP17 block -7.6 and USP7 inh -2.3.
O=C1N[C@@H]2CCN(C(=O)c3ccncc3)C[C@@H]2C/C=C/CCOc2ccccc21 was read as USP30 inh -7.0, OTUD3 block -1.0, USP10 block -1.4, USP28 block -5.5, UCHL1 block -2.8, USP8 block 0.0, USP17 block -2.9 and USP7 inh -3.0.
Screening CCc1nnc(C(=O)Nc2ccc(C(=O)NCc3ccc(OC(C)C)cc3)cc2)s1 returned USP30 inh 5.0, OTUD3 block 3.1, USP10 block 37.8*, USP28 block 9.6, UCHL1 block 3.6, USP8 block -30.6, USP17 block 0.7 and USP7 inh 10.9.
Screening CC(=O)Nc1cccc(NS(=O)(=O)c2cccc(Cl)c2)c1 returned USP30 inh 0.3, OTUD3 block 5.9, USP10 block 1.9, USP28 block 6.8, UCHL1 block 0.3, USP8 block 1.0, USP17 block 4.6 and USP7 inh 0.9.
CSc1cccc(N2C(=O)CCC2(C)C(=O)NC2CCCC2)c1 (centres undefined) was read as USP30 inh -3.3, OTUD3 block 0.2, USP10 block -0.7, USP28 block -5.7, UCHL1 block -2.4, USP8 block 5.0, USP17 block 6.0 and USP7 inh -7.5.
Screening CCN(CC)c1ccc2nnc(CCC(=O)NCc3ccc(C)cc3)n2n1 returned USP30 inh -36.1, OTUD3 block -14.3, USP10 block -8.1, USP28 block -11.9, UCHL1 block -4.7, USP8 block -3.7, USP17 block -20.2 and USP7 inh -5.2.
For Fc1ccccc1N1CCN(Cc2cccc(Oc3ccccc3)c2)CC1 the results were USP30 inh -17.8, OTUD3 block 0.3, USP10 block 4.5, USP28 block -5.7, UCHL1 block -1.6, USP8 block -14.0, USP17 block -4.8 and USP7 inh 5.9.
`O=C(NC1CCCCC1)C1CN(C(=O)c2ccc(F)cc2)CC12CCOCC2` (centres undefined) gave USP30 inh 28.7, OTUD3 block 8.8, USP10 block 2.2, USP28 block 6.3, UCHL1 block -1.4, USP8 block 12.7, USP17 block 12.5 and USP7 inh 3.4.
Screening c1coc(CSc2ncnc3c2oc2ccccc23)c1 returned USP30 inh -23.7, OTUD3 block -0.1, USP10 block 5.4, USP28 block 2.8, UCHL1 block 8.0, USP8 block 9.3, USP17 block 10.1 and USP7 inh 2.5.
c1ccc(COc2ccc(-c3cc4nc(NCCc5ccncc5)ccn4n3)cc2)cc1 was read as USP30 inh -58.0, OTUD3 block -16.7, USP10 block -13.2, USP28 block 11.6, UCHL1 block -7.0, USP8 block -4.6 and USP7 inh -2.1.
Screening N#Cc1ccc(C(=O)N(CCc2ccccc2)c2nc3ccccc3s2)cc1 returned USP30 inh -13.2, OTUD3 block -0.9, USP10 block 2.0, USP28 block -7.1, UCHL1 block -0.4, USP8 block -41.8, USP17 block -1.9 and USP7 inh 4.8.
For Cc1cnc(C(=O)N2CCCC(c3cncc(Oc4ccccc4)n3)C2)cn1 (centres undefined) the results were USP30 inh -0.6, OTUD3 block 3.2, USP10 block -1.0, USP28 block 0.3, UCHL1 block 3.5, USP8 block -3.4, USP17 block -0.1 and USP7 inh 0.0.
Screening Cc1cc(C)c(C(=O)Nc2ccccc2)c(SCC(=O)c2cc3ccccc3oc2=O)n1 returned USP30 inh -150.8, OTUD3 block -19.8, USP10 block 12.2, USP28 block -47.9, UCHL1 block -2.5, USP8 block 3.0, USP17 block -36.5 and USP7 inh 0.1.
For O=C(NCC1CCCO1)c1ccccc1N1C(=O)[C@@H]2Cc3c([nH]c4ccccc34)C(c3ccccc3)N2C1=O (some centres undefined) the results were USP30 inh -414.4, OTUD3 block -82.9, USP10 block -9.2, USP28 block -87.7, UCHL1 block -14.1, USP8 block -85.1, USP17 block -98.6 and USP7 inh -16.3.
For Cc1cccc(CNC(=O)c2cc(OCc3ccccc3)nc3ccccc23)c1 the results were USP30 inh 10.8, OTUD3 block 7.0, USP10 block 4.8, USP28 block -4.2, UCHL1 block -0.9, USP8 block -37.3, USP17 block -16.8 and USP7 inh 1.9.
For Cn1nc(C2CCN(Cc3ccc4c(c3)CC(C)(C)O4)CC2)c2nccnc21 the results were USP30 inh 9.5, OTUD3 block -5.5, USP10 block 0.8, USP28 block -6.5, UCHL1 block -0.7, USP8 block -31.0, USP17 block -7.6 and USP7 inh -2.8.
Screening CC(C)N1C(=O)C2COCCN2C(=O)c2cc3c(cc21)OCO3 (centres undefined) returned OTUD3 block 18.3, USP10 block 0.9, UCHL1 block 3.4, USP8 block -3.0, USP17 block 36.9* and USP7 inh 7.7.
NC(=O)C[C@H](NC(=O)[C@H](Cc1ccccc1)n1c(=O)[nH]c2ccccc2c1=O)C(=O)NCC1CCC(C(=O)O)CC1 (some centres undefined) was read as USP30 inh 2.9, OTUD3 block 0.0, USP10 block 0.0, USP28 block -2.9, UCHL1 block -2.7, USP8 block -28.3, USP17 block -2.0 and USP7 inh 0.0.
Screening CC1Oc2ccc(NC(=O)c3ccc(NS(=O)(=O)c4ccc5c(c4)OCCO5)cc3)cc2NC1=O (centres undefined) returned USP30 inh -29.2, OTUD3 block -4.2, USP10 block 3.6, USP28 block 0.7, UCHL1 block 3.5, USP8 block -19.1, USP17 block 5.1 and USP7 inh 9.0.
Cc1ccc(CN=C2C(c3ccc(C)c(C)c3)=Nc3ncnn32)cc1 was read as USP30 inh 1.4, OTUD3 block 5.1, USP10 block 0.8, USP28 block 0.9, UCHL1 block -1.8, USP8 block 12.8, USP17 block -0.3 and USP7 inh 0.5.
`O=c1c(-c2nc(C3CC3)no2)cccn1Cc1c(F)cccc1Cl` gave USP30 inh 23.5, OTUD3 block 2.3, USP10 block 1.3, USP28 block 85.4*, UCHL1 block 1.0, USP8 block 7.1, USP17 block 4.1 and USP7 inh 5.3.
Cc1nc(-c2ccc(-c3noc(-c4ccncc4)n3)cc2)cs1 was read as USP30 inh -96.1, OTUD3 block -5.1, USP10 block 3.8, USP28 block -5.0, UCHL1 block -1.9, USP8 block -4.8, USP17 block -5.5 and USP7 inh -1.1.
For CCCCCC1CCC(c2nnc(-c3ccc(F)cc3)o2)CC1 (centres undefined) the results were USP30 inh -15.9, OTUD3 block -5.0, USP10 block -0.5, USP28 block -3.8, UCHL1 block -2.5, USP8 block 3.6, USP17 block -0.8 and USP7 inh 3.9.
For COc1cccc(CCN2C[C@H]3CCN(C(=O)c4ccnnc4)CC[C@H]3S2(=O)=O)c1 the results were USP30 inh 2.3, OTUD3 block -1.2, USP10 block 0.1, USP28 block -8.8, UCHL1 block -3.2, USP8 block -16.5, USP17 block 2.9 and USP7 inh 0.4.
For O=c1[nH]c2ccccc2n1CCCN1CCN(S(=O)(=O)c2ccc(Cl)c(Cl)c2)CC1 the results were USP30 inh -12.8, OTUD3 block -12.6, USP10 block 3.2, USP28 block -22.9, UCHL1 block 6.0, USP8 block -28.2, USP17 block -12.1 and USP7 inh 4.9.
Screening N#Cc1c(-c2ccc(Cl)cc2)cc(-c2cccs2)nc1N returned USP30 inh -7.9, OTUD3 block -0.8, USP10 block -0.8, USP28 block 27.3, UCHL1 block -0.8, USP8 block 17.0, USP17 block 38.2* and USP7 inh -0.6.
`CCc1ccc(-c2cc3c(=O)n(CC(=O)N4CCN(C)CC4)ncn3n2)cc1` gave USP30 inh 21.6, OTUD3 block -0.3, USP10 block 2.0, USP28 block 2.3, UCHL1 block 0.5, USP8 block -3.7, USP17 block 6.0 and USP7 inh 3.5.
Cc1ccc(CSc2ccc3nnc(-c4cccnc4)n3n2)cc1 was read as OTUD3 block 9.6, USP10 block 0.2, UCHL1 block -0.2, USP8 block 3.0, USP17 block -4.1 and USP7 inh -0.7.
`COc1ccc([N+](=O)[O-])cc1C1N(c2ccccc2)CCN1c1ccccc1` gave USP30 inh 2.9, OTUD3 block -1.2, USP10 block 0.8, USP28 block 2.2, UCHL1 block -0.1, USP8 block -16.3, USP17 block 31.1* and USP7 inh 3.7.
For Cc1ccc(C)c(NC(=O)CC2=NS(=O)(=O)c3ccccc3N2)c1 the results were USP30 inh 0.2, OTUD3 block 1.2, USP10 block 2.7, USP28 block 2.2, UCHL1 block 0.9, USP8 block 8.6, USP17 block 5.1 and USP7 inh 4.4.
Cc1ccc(C2c3[nH]c4ccccc4c3C[C@@H]3C(=O)N(c4ccc5c(c4)OCCO5)C(=O)N23)cc1 (some centres undefined) was read as USP30 inh 23.4, OTUD3 block 0.0, USP10 block 0.0, USP28 block -9.9, UCHL1 block -0.4, USP8 block -3.9, USP17 block 0.0 and USP7 inh 0.1.
For Cc1cc(-c2cnc(NC3CCCC3)nc2[C@H]2CCCO2)on1 the results were OTUD3 block -9.5, USP10 block -0.1, UCHL1 block 0.0, USP8 block -1.4, USP17 block -6.9 and USP7 inh -11.0.
`CCCCN(CCCC)c1ncnc2c1sc1nc(CC(C)C)c3c(c12)CCC3` gave USP30 inh -31.2, OTUD3 block -16.8, USP10 block -0.6, USP28 block -7.5, UCHL1 block -4.0, USP8 block -4.1, USP17 block -10.1 and USP7 inh -5.0.
Screening Cc1cccc(NC(=O)N2CCN(c3cnn4c(C5CC5)nnc4c3)CC2)c1 returned USP30 inh -7.3, OTUD3 block -1.9, USP10 block 1.0, USP28 block -14.1, UCHL1 block -2.3, USP8 block -3.9, USP17 block -8.7 and USP7 inh -1.0.

Four successive entries out of the list so far, quoted:
For CCCCCC1CCC(c2nnc(-c3ccc(F)cc3)o2)CC1 (centres undefined) the results were USP30 inh -15.9, OTUD3 block -5.0, USP10 block -0.5, USP28 block -3.8, UCHL1 block -2.5, USP8 block 3.6, USP17 block -0.8 and USP7 inh 3.9.
For COc1cccc(CCN2C[C@H]3CCN(C(=O)c4ccnnc4)CC[C@H]3S2(=O)=O)c1 the results were USP30 inh 2.3, OTUD3 block -1.2, USP10 block 0.1, USP28 block -8.8, UCHL1 block -3.2, USP8 block -16.5, USP17 block 2.9 and USP7 inh 0.4.
For O=c1[nH]c2ccccc2n1CCCN1CCN(S(=O)(=O)c2ccc(Cl)c(Cl)c2)CC1 the results were USP30 inh -12.8, OTUD3 block -12.6, USP10 block 3.2, USP28 block -22.9, UCHL1 block 6.0, USP8 block -28.2, USP17 block -12.1 and USP7 inh 4.9.
Screening N#Cc1c(-c2ccc(Cl)cc2)cc(-c2cccs2)nc1N returned USP30 inh -7.9, OTUD3 block -0.8, USP10 block -0.8, USP28 block 27.3, UCHL1 block -0.8, USP8 block 17.0, USP17 block 38.2* and USP7 inh -0.6.

Additional entries follow:
For COc1ccc(NC(=O)COc2ccccc2-c2nnc(-c3ccccc3)o2)cc1 the results were USP30 inh 32.6*, OTUD3 block 4.2, USP10 block 2.3, USP28 block 8.3, UCHL1 block 1.7, USP8 block 14.3, USP17 block 35.3* and USP7 inh 5.6.
For O=S(=O)(c1ccccc1)N1CCC2(CC1)NCCN=C2NC1CCCCC1 the results were USP30 inh 14.1, OTUD3 block 13.8, USP10 block 1.4, USP28 block 12.6, UCHL1 block 2.0, USP8 block 6.6, USP17 block 1.1 and USP7 inh 1.8.
For O=C(NC1CCN(c2cc(-c3ccc(F)cc3)[nH]n2)C1)c1ccncc1 (centres undefined) the results were USP30 inh -6.9, OTUD3 block -10.9, USP10 block -1.7, USP28 block -3.6, UCHL1 block -1.3, USP8 block 0.3, USP17 block -23.7 and USP7 inh -0.6.
Screening COCc1ccc(C(=O)N2CCC3(CC2)CNC(=O)c2ccccc2O3)cc1 returned USP30 inh 14.1, OTUD3 block 9.9, USP10 block 1.1, USP28 block 11.6, UCHL1 block 2.2, USP8 block 18.4, USP17 block 16.8 and USP7 inh 6.2.

An unsorted share of the library; overall some 13% were active at least once.
